Assay outcomes (PubChem BioAssay)
RMI FANCM FP – inhibitors of human RMI core complex binding to FANCM MM2; Fluorescence polarization, RMI core complex with F-MM2 peptide; stronger effect = lower value; FP signal (polarization) at 33 µM; 70,000 tested, 0.58% active; in the data active = FP signal below about 40; also: inactives centre near 61; strong numbers were not always called active; unit not given here
The depositor's hits bear a star; & = joins results of further samples. The list is partial, so the mix of outcomes need not match the whole.

Sample of the layout:
SMILES | RMI FANCM FP
CNC(=O)c1cc(Br)c(C)c(C)c1C | 56
COC(=O)c1cc(NC(=S)NC(=O)c2ccccc2)ccc1N1CCOCC1 | 57
O=C1C(=O)N(CC(=O)c2ccccc2C(F)(F)F)c2ccc(Br)cc21 | 51
COc1ccc(OC)c(S(=O)(=O)N2CCCC(c3nnc(C)s3)C2)c1 (centres undefined) | 63
Cc1ccc(S(=O)(=O)N=C2C=CC(=NS(=O)(=O)c3ccc(C)cc3)C=C2)cc1 | 0*
CN(C1CCCCC1)S(=O)(=O)c1ccc(C(=O)Nc2nnc(C3=COCCO3)o2)cc1 | 62
Cc1ccc(Cn2cc(SCCNC(=O)C(=O)c3c(C)[nH]c4ccccc34)c3ccccc32)cc1 | 63

The listing, previewed entries included:
SMILES | RMI FANCM FP
CNC(=O)c1cc(Br)c(C)c(C)c1C | 56
COC(=O)c1cc(NC(=S)NC(=O)c2ccccc2)ccc1N1CCOCC1 | 57
O=C1C(=O)N(CC(=O)c2ccccc2C(F)(F)F)c2ccc(Br)cc21 | 51
COc1ccc(OC)c(S(=O)(=O)N2CCCC(c3nnc(C)s3)C2)c1 (centres undefined) | 63
Cc1ccc(S(=O)(=O)N=C2C=CC(=NS(=O)(=O)c3ccc(C)cc3)C=C2)cc1 | 0*
CN(C1CCCCC1)S(=O)(=O)c1ccc(C(=O)Nc2nnc(C3=COCCO3)o2)cc1 | 62
Cc1ccc(Cn2cc(SCCNC(=O)C(=O)c3c(C)[nH]c4ccccc34)c3ccccc32)cc1 | 63
NC(=O)c1ccccc1NC(=O)c1ccoc1 | 56
Cc1c(S(=O)(=O)N(Cc2ccccn2)Cc2ccccn2)cnn1-c1ccccc1 | 45
Nc1cc(-c2cccs2)nn1C1CCS(=O)(=O)C1 (centres undefined) | 70
Cc1nnc(SCC(=O)NCC2CCCO2)s1 (centres undefined) | 77
O=C(CSc1ccc(NC(=O)c2ccccc2F)nn1)NC1CCCC1 | 66
CCN1CCN(C(=O)CCn2c(=S)[nH]c3ccccc3c2=O)CC1 | 57
Cc1nc2c(SCC(=O)NCC3CCCO3)nnc(-c3ccccc3)c2s1 (centres undefined) | 55
O=C(O)C1CCCN(CCC=C(c2ccccc2)c2ccccc2)C1 (centres undefined) | 52
Cc1cc(-c2nc(-c3ccnn3C(=O)Nc3cccc(Cl)c3)cs2)no1 | 51
CC12CCC(C(=O)N3CCN(Cc4ccccc4)CC3)(OC1=O)C2(C)C (centres undefined) | 62
COc1ccc(CCNC(=O)CSc2nnc(-c3ccc(Cl)s3)o2)cc1OC | 73
NC(=O)NC(=O)CC1S/C(=N/N=C2\NC(=O)CS2)NC1=O (centres undefined) | 57
Cc1ccc(N2CC(c3nc(-c4cccs4)no3)CC2=O)cc1 (centres undefined) | 68
CSC(N=C(N)C(F)(F)F)=C(C#N)C#N | 54
CSC(=NC(C)(C)C)N/N=C\c1cc(Cl)cc(Cl)c1O | 70
O=C(Nc1nnc(-c2cccs2)o1)c1cc(Cl)ccc1Cl | 70
COc1ccccc1CNC(=O)c1cnc2sc(C)cn2c1=O | 56
Cc1ccc(-c2nnc(CN3CCC(Cc4ccccc4)CC3)o2)cc1 | 66
CC(C)CN1C(=O)CCc2cc(NS(=O)(=O)Cc3ccc(Cl)cc3)ccc21 | 64
O=C(Nc1cc(=O)[nH]c(=O)[nH]1)c1cc(Cl)ccc1Cl | 59
Cc1ccc(Cn2c(CO)cnc2SCC(=O)N2CCN(c3ccccc3)CC2)cc1 | 51
COc1ccc(CCC(=O)Nc2ccc3c(c2)OCC(C)(C)C(=O)N3)cc1 | 66
Cc1cc(-c2noc(C(C)(C)C)n2)no1 | 49
O=c1c2nc(N3CCCC3)sc2c(-c2ccccc2)nn1Cc1cccc(F)c1 | 64
NC(=O)c1cc2sccc2s1 | 53
CCOc1ccc(NC(=O)CSc2ccc3ccccc3n2)cc1 | 93
O=C(CCCS(=O)(=O)c1ccc(Cl)cc1)Nc1ccc(-c2nc3ccccc3o2)cc1 | 63
CCOC(=O)c1c(N2C(=O)C3C4C=CC(O4)C3C2=O)sc2c1CCCC2 (centres undefined) | 59
Cc1ccc(Cn2c(Sc3c([N+](=O)[O-])ncn3C)nc3c2c(=O)n(C)c(=O)n3C)cc1 | 61
O=C(Cn1c(=O)n(Cc2cccs2)c(=O)c2ncccc21)NCc1ccc(F)cc1 | 69
Cn1c(=O)c2c(nc(CN3CCN(C(=O)c4ccco4)CC3)n2Cc2cccc3ccccc23)n(C)c1=O | 63
COc1cccc(C(=O)Nc2nc3c(OC)cc([N+](=O)[O-])cc3s2)c1OC | 55
O=C(Nc1nccs1)c1ccc(-n2nncc2-c2ccccc2)cc1 | 61
O=C(Nc1nc(-c2ccc(OC(F)(F)F)cc2)no1)NN1CCCCC1 | 47
COc1ccc(S(=O)(=O)Nc2ccc3c(c2)CCC(=O)N3Cc2ccccc2)c(C)c1 | 65
CC(=O)O[C@H]1C[C@@]2(C)[C@H](c3ccoc3)OC(=O)[C@H]3O[C@]32[C@@]2(C)C1[C@]1(C)C(C[C@H]2OC(C)=O)C(C)(C)[C@H](OC(C)=O)C[C@@H]1OC(C)=O (some centres undefined) | 63
CCOc1ccccc1C1CC(c2cccc(NS(C)(=O)=O)c2)=NN1S(=O)(=O)CC (centres undefined) | 91
CC(=O)c1ccc(NS(=O)(=O)c2ccc(C)cc2)cc1 | 60
O=C(NCCCN1CCOC(c2ccccc2)C1)C(=O)Nc1ccc2c(c1)OCO2 (centres undefined) | 66
O=c1oc(-c2ccccc2NS(=O)(=O)c2ccc(F)cc2)nc2ccccc12 | 53
CC(C)N1CCC(CNC(=O)COc2ccccc2)CC1 | 70
Cc1cc(-c2ccsc2)cc(C)n1 | 52
CCOC(=O)CNC(=O)C(CC(N)=O)NC(=O)OC(C)(C)C (centres undefined) | 65
CC(C)Oc1ccc(C(=O)Oc2coc(CSc3ncccn3)cc2=O)cc1 | 56
NC(Cc1c[nH]c2ccccc12)C(=O)O (centres undefined) | 68
Cc1ccc(-n2ncc3c(C)nn(CC(=O)NCc4ccc5c(c4)OCO5)c(=O)c32)c(C)c1 | 65
COc1cccc(CNC(=O)CC2CCCCN2S(=O)(=O)c2ccc(F)cc2)c1 (centres undefined) | 67
O=S(=O)(N1CCCCC1)n1c(Cc2ccccc2)nc2ccccc21 | 67
O=C(CSc1ccc2nnc(-c3cccs3)n2n1)c1ccc(Cl)cc1 | 57
Cc1cc(C)c(NC(=O)CC2CCCCN2S(=O)(=O)c2cccs2)c(C)c1 (centres undefined) | 69
Cc1noc(C)c1C(=O)Oc1ccc(-c2n[nH]nc2C#N)cc1 | 61
Cc1cc2cc(CNC(=O)Nc3cccc(Cl)c3)ccc2n1C | 84
COc1ccc(C)cc1NC(=O)CSc1nc2c(-c3ccccc3)c[nH]c2c(=O)n1C1CC1 | 73

New compounds follow.
SMILES | RMI FANCM FP
COc1ccc(Cl)cc1NC(=O)Nc1c(C)nc2cc(C)ccn2c1=O | 72
Cc1cccc(Oc2ccc(S(=O)(=O)Nc3ccc(C(=O)O)cc3)cc2)c1 | 72
COc1cccc(Cn2c3c(c(=S)[nH]c2=O)CCC3)c1 | 68
Cc1ccccc1Cn1cnc(-c2ccc(F)cc2)cc1=O | 60
NS(=O)(=O)c1ccc2nc(NC(=O)CCSc3ccc(F)cc3)sc2c1 | 54
COc1ccc(Cl)cc1C(=O)NCC(c1cccc2ccccc12)N1CCOCC1 (centres undefined) | 52
Cc1cc(=O)n2c(-c3cccc(NC(=O)CCCc4ccccc4)c3)csc2n1 | 64
CCOC(=O)c1cc(NC(=O)CSc2ncnc3sccc23)cc(C(=O)OCC)c1 | 93
CC(C)(C)c1ccc(S(=O)(=O)NCc2ccc(C(=O)NCc3ccco3)cc2)cc1 | 76
O=S(=O)(c1ccc(Cl)cc1)N(CCc1ccccn1)c1ccc(Cl)cc1 | 48
Cc1nnc(NC(=O)Cc2ccc(F)cc2)s1 | 62
Cc1ccc2nc(C)c(NC(=O)c3ccc4ccccc4n3)c(=O)n2c1 | 57
COc1cccc(Nc2n[nH]nc2C(=O)Nc2cccc(C)c2C)c1 | 56
Cc1cc(C)nc(SCc2c(C(=O)N3CCN(c4ccccc4F)CC3)nnn2-c2ccccc2)n1 | 77
Cc1ccc(-c2csc(NC(=O)c3ccccc3Cl)n2)cc1C | 60
CCOC(=O)c1csc(NC(=O)C2CCN(c3ccc(-c4ccc(F)cc4)nn3)CC2)n1 | 63
O=S(=O)(Oc1ccc(-c2csnn2)cc1)c1cc(C(F)(F)F)cc(C(F)(F)F)c1 | 56
Cc1nnc(SCC(=O)c2ccc(Cl)c(Cl)c2)n1-c1ccc(OCc2ccccc2)cc1 | 125
CC(=O)c1cc2cc(Cl)cc(Cl)c2oc1=O | 56
CCOc1cn2c(cc1=O)C(=O)N(CCNC(=O)c1ccccc1SCC)CC2 | 62

Part of the list above, with tabs.
SMILES	RMI FANCM FP
O=c1c2nc(N3CCCC3)sc2c(-c2ccccc2)nn1Cc1cccc(F)c1	64
NC(=O)c1cc2sccc2s1	53
CCOc1ccc(NC(=O)CSc2ccc3ccccc3n2)cc1	93

Continued:
SMILES | RMI FANCM FP
CC1(C)CC(=O)c2sc(NC(=O)/C=C\c3ccc4c(c3)OCO4)nc2C1 | 91
COc1cc(C)c2c(=O)cc(-c3ccccc3)oc2c1 | 59
CCOC(=O)N1CCc2c(sc(NC(=O)CCSc3ccc(Cl)cc3)c2C(N)=O)C1 | 58
CCOc1ccc(/C=C/C(=O)Nc2ccc(C)cc2Br)cc1OC | 62
CC(=O)c1ccc(Cl)c(N=Cc2cc(Cl)cc(Cl)c2O)c1 | 34*
CCc1ccc(NC(=O)C(=O)NCC(c2ccc3c(c2)CCN3C)N2CCN(C)CC2)cc1 (centres undefined) | 66
COc1ccc(-c2c(-c3ccc(OCCN4CCC(C(N)=O)CC4)cc3O)n[nH]c2C)cc1 | 61
NC(=O)c1ccccc1NC(=O)Cc1cn(Cc2ccccc2)c2ccccc12 | 75
Cc1cc(SCC(=O)N2CCOCC2)nc2ccccc12 | 69
Cc1ccc(-c2csc3nc[nH]c(=S)c23)cc1 | 54
CCOC(=O)c1c(NC(=O)CN2CCN(CC)C(=O)C2=O)sc2c1CCCCC2 | 60
C=CCNC(=S)NNC(=O)Nc1ccccc1 | 58
Cc1ccc(-c2nc(NS(=O)(=O)c3cccc4nonc34)sc2C)cc1Cl | 52
CN1CCOc2ccc(NC(=O)c3cccs3)cc2C1=O | 56
Cc1cc(C(=O)Nc2nc3c(Cl)c(Cl)ccc3s2)on1 | 62
CCOc1ccccc1NC(=O)C(=O)NCC(c1cccn1C)N1CCc2ccccc2C1 (centres undefined) | 68
COc1ccc(S(=O)(=O)NCc2ccco2)cc1N(C)S(=O)(=O)c1ccccc1 | 64
NC(=O)c1ccccc1OCC(=O)O | 66
Cc1nc(SCC(=O)O)[nH]c(=O)c1C | 71
Cc1nnc(NC(=O)Cc2cccs2)s1 | 57

Quoted at random: 3 entries already listed.
SMILES | RMI FANCM FP
Cc1nnc(NC(=O)Cc2cccs2)s1 | 57
CC1(C)CC(=O)c2sc(NC(=O)/C=C\c3ccc4c(c3)OCO4)nc2C1 | 91
Cc1ccc(-c2nc(NS(=O)(=O)c3cccc4nonc34)sc2C)cc1Cl | 52

The results go on:
SMILES | RMI FANCM FP
COc1ccc(C(=O)CSc2nnc(Cc3cc(=O)[nH]c(=O)[nH]3)n2-c2ccc(Cl)cc2)cc1 | 70
O=C(CCc1ccccc1)Nc1nnc(SCc2ccc([N+](=O)[O-])cc2)s1 | 59
Cc1ccc(NC(=O)CSc2ccc(NC(=O)C3CC3)nn2)cc1Cl | 127
O=C(Cn1nc(-c2ccc3c(c2)OCO3)ccc1=O)NCc1ccco1 | 55
N#CC(=C(O)c1ccc([N+](=O)[O-])cc1)c1nc2ccccc2[nH]1 | 40
CS(=O)(=O)c1cccc2sc(N3CCOCC3)nc12 | 56
Fc1ccc([C@@H]2CCNC[C@H]2COc2ccc3c(c2)OCO3)cc1 | 64&69&78
Nc1ccc2c(c1)CCCN2C(=O)c1cccs1 | 64
Nc1nc(Cl)nc2c1ncn2[C@@H]1O[C@H](CO)[C@@H](O)[C@H]1O | 59
Cc1cc(C(=O)OCC(=O)c2cccs2)c2ccccc2n1 | 56
O=C(Nc1cccc(C(F)(F)F)c1)c1cc(-c2ccccc2)nc2ccccc12 | 54
Cc1cccc2sc(NCCCN3CCOCC3)nc12 | 69
CC(=O)Oc1ccccc1C(=O)Oc1ccc(C=NC23CC4CC(CC(C4)C2)C3)cc1 | 59
C(=N/Nc1ccccc1)/c1cccs1 | 56
CCOC(=O)c1c(-c2ccc(C)cc2)csc1NC(=O)CSc1nc(C)nc2sc3c(c12)CCCC3 | 72
Cn1c(C2CCCN(S(C)(=O)=O)C2)nn(Cc2cccc3ccccc23)c1=O (centres undefined) | 64
O=C(NCCn1ncc2c(=O)n(Cc3ccccc3)cnc21)c1ccc(Cl)cc1Cl | 68
Cc1ccc(NC(=O)C(=O)NCCCn2ccnc2)cc1F | 55
CC1(C)CC(=O)c2c(nc(SCC(=O)Nc3cc(C(C)(C)C)cc(C(C)(C)C)c3)c(C#N)c2-c2ccccc2)C1 | 56
CC1=CC(=O)C=C(C)C1=NC(=NS(=O)(=O)c1ccccc1)c1ccccc1 | 61
NNC(=O)c1c(-c2ccccc2)c(-c2ccccc2)nn2nnnc12 | 57
O=C(Cc1cc(=O)[nH]c(SCc2cccc(Cl)c2)n1)Nc1cccc(Cl)c1 | 62
O=C1CN(/N=C\c2ccc(-c3ccc([N+](=O)[O-])cc3)o2)C(=O)N1 | 58&57&56
CCc1nnc(-c2cccc(OCc3cccnc3)c2)o1 | 58
COc1ccc(C(=O)Nc2nc3c(s2)CCCC3C(=O)NCc2ccc(C)cc2)cc1 (centres undefined) | 67
O=C(Nc1c2c(nn1-c1ccc(F)cc1)CSC2)c1cc2ccccc2oc1=O | 75
Cc1ccc(C(=O)Nc2cccc3cnccc23)cc1S(=O)(=O)N1CCCC1 | 64

In the list so far, 3 contain bromine.
SMILES | RMI FANCM FP
CNC(=O)c1cc(Br)c(C)c(C)c1C | 56
O=C1C(=O)N(CC(=O)c2ccccc2C(F)(F)F)c2ccc(Br)cc21 | 51
CCOc1ccc(/C=C/C(=O)Nc2ccc(C)cc2Br)cc1OC | 62
